Screening results deposited in PubChem by several laboratories.
APP 5'UTR act: APP 5'UTR luciferase reporter activation | AID 1276 | 1% of 190,000 active | activation, % at 2 µM | SH-SY5Y APP 5'UTR luciferase reporter, luminescence; zero percent = DMSO vehicle wells;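 active means activation above a set limit, based on mean plus 3 SD of controls, cut at about 140% in these data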; further: values of inactives mirror those of a sister screen read the other way
bIAP act: intestinal alkaline phosphatase (bovine) activation | purified bovine IAP, CDP-star luminescence, 30 min; hits give high values; fold of DMSO-control signal, blank-subtracted | activation factor at 20 µM | 0.17% of 200,000 active;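 active means activation factor of 2 or more at 20 µM, a signal rise over negative controls twice the positive control's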
TNAP act hi DEA: increases human TNAP activity under high phosphate acceptor concentration; P05186; purified TNAP, CDP-star luminescence, 1 M DEA, 30 min; hits give high values; 0 = EDTA background, 1 = DMSO-only activity; activation factor at 20 µM; 200,000 tested, under 10 active;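 active means activation factor at least 2 at 20 µM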
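system = human TNAP | amount = enzyme diluted 1/800 final | reagent = 100 µM CDP-star substrate | signal = luminescent substrate turnover signal | dosing = one dose, 20 µM | benchmarks = EDTA negative control, DMSO positive control | measure = activation factor | timing = 30 min reaction, room temperature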
TNAP inh noacc: blocks human TNAP activity with no phosphate acceptor present; P05186; purified TNAP, CDP-star luminescence, 30 min; inhibition, % at 20 µM; 0.26% of 200,000 active;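 active means tissue-nonspecific alkaline phosphatase inhibition above about 50% at 20 µM in the single-dose screen, limit read from the data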;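 further: 0% = DMSO negative control and 100% = EDTA positive control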
NF-kB expr up: compounds increasing NF-kB expression in human neuronal cells. NF-kB reporter expression; hits give high values. fold change at 12.5 µM. 1.6% of 190,000 active; in the data active means fold change above about 3.3
TNAP inh hiacc: inhibitors of human TNAP at high phosphate acceptor concentration; P05186; purified TNAP, CDP-star luminescence, 1 M DEA; inhibition, % at 20 µM; 0.03% of 200,000 active; AID 1135;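 active means over 50% inhibition of tissue-nonspecific alkaline phosphatase at 20 µM in the single-dose screen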;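 further: plate controls were DMSO wells for no effect and EDTA-quenched wells as full inhibition for full effect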
PMI act satM6P: activators of human phosphomannose isomerase at near-saturating mannose 6-phosphate | activation factor at 20 µM | AID 1216 | coupled PMI enzyme assay, resazurin fluorescence, 20 min; hits give high values; 1 = untreated enzyme, 0 = substrate-free blank | 0.34% of 190,000 active | P34949;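 active means activation factor of 2 or more at 20 µM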
Target sequence (P34949 whole entry, looked up): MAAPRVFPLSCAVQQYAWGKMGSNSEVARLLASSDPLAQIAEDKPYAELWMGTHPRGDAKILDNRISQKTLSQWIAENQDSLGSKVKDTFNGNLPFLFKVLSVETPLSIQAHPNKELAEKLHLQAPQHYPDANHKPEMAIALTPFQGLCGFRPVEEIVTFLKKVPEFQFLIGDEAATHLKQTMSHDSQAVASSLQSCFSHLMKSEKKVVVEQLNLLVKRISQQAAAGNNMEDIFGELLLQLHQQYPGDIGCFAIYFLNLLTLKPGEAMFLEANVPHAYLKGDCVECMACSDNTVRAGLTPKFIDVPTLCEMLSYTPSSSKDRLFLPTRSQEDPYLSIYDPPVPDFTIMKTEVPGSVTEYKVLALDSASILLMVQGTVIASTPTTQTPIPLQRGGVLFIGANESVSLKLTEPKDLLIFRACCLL
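Technique: Diaphorase-driven resazurin-to-resorufin fluorescence, excitation 544, emission 590 nm | Assay system: Human PMI in coupled enzyme assay | Times: Enzyme reaction with compound 20 min at room temperature | Medium: HEPES-buffered pH 7.4 with magnesium and detergent | Reagent: Mannose-6-phosphate 1.0 mM (near-saturating) plus 0.22 mM NADP+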
FLuc inh counter: Photinus pyralis luciferase inhibition counter-screen; P08659; ATPLite firefly luciferase biochemical luminescence, 10 min; inhibition, % at 10 µM; 1.5% of 200,000 active; AID 1006;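 active means inhibition above about 50% when tested at 10 µM, limit read from the data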
Target sequence (P08659 whole entry, looked up): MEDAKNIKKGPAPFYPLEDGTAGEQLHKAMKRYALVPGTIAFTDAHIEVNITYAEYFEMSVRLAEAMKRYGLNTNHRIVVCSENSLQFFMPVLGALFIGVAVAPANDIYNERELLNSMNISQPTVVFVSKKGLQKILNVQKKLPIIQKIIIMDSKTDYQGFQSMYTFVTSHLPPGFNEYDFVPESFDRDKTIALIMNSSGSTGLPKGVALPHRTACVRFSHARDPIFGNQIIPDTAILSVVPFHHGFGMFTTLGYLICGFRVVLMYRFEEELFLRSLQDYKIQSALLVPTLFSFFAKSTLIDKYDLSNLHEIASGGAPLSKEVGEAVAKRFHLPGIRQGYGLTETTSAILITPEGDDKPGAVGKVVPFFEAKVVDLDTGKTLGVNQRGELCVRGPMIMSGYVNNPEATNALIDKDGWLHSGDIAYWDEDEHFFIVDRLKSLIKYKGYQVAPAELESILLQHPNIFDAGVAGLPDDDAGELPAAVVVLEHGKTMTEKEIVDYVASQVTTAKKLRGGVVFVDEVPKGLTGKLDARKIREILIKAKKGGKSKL
PMI activator: phosphomannose isomerase (human) activation; P34949; purified human PMI, coupled resazurin fluorescence, 20 min; hits give high values; 1 = vehicle control, 0 substrate-free wells; activation factor at 20 µM; 0.005% of 190,000 active;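 active means activation factor of 2 or more at 20 µM, relative to plate controls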
FLuc stim CS: affects firefly luciferase, flagging false hits in luciferase stimulation screens; activation factor at 10 µM; P08659; 200,000 tested, under 10 active; ATPlite luciferase biochemical, luminescence, 10 min; 0 = ATP-free wells, 1 = DMSO control;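 active means luciferase activation factor, scaled between plate controls, of at least 2 with compound at 10 µM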
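Material: Luciferase/luciferin reagent mix | Doses: Test compounds dosed from 2 mM stocks in 100% DMSO | Timing: 10 min incubation after luciferase reagent addition, room temperature | Measured by: Luminescence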
An asterisk follows results filed as active; nt = no result given.

SMILES	APP 5'UTR act	bIAP act	TNAP act hi DEA	TNAP inh noacc	NF-kB expr up	TNAP inh hiacc	PMI act satM6P	FLuc inh counter	PMI activator	FLuc stim CS
COc1ccc(O)c(C(=O)c2cnn(C(=O)c3cccc(S(=O)(=O)N4CCOCC4)c3)c2)c1	3	1.9	1	-41	0.93	-3	1	-3	1	1
COc1ccc(/C=C/C(=O)Nc2ccc(-n3nncc3-c3ccc(OC)c(OC)c3)cc2)cc1OC	33	1	1	-7	0.31	-2	0.9	-2	0.9	1
CCN(CC)C(=O)c1ccccc1NC(=O)c1ccccc1SC	19	1	1.1	-9	0.84	-9	1	-6	1	1.1
O=C(NCc1ccc2c(c1)OCO2)c1cc2c(s1)CSC2	-2	0.9	1	-1	1.3	-3	1	-4	1.1	1
CCOC(=O)C(=O)/C(=C\N(C)C)c1onc(-c2c(F)cccc2Cl)c1C(=O)OC	12	0.9	1	-18	0.99	-1	1	-6	0.9	1.1
CSc1c[n+]2c(n1C)CCC2	-1	0.9	1	-10	1.1	-5	0.8	-4	0.9	1
CC(C)(C)NC(=O)c1cccc(NC(=O)c2ccco2)c1	-8	0.9	1	-6	1.2	-2	1	0	1	1
CCN1C(=O)C(C)S/C1=N\S(=O)(=O)c1ccc(F)cc1 (stereo not given)	-1	1	1	-2	1.3	3	1.1	-4	1.1	1
COc1ccc(Nc2ncnc3c2cnn3Cc2ccccc2)cc1OC	7	0.9	1.1	-12	0.58	-7	0.9	-7	0.9	1.1
Nc1nnc(SCC(=O)OCC(=O)Nc2ccc(Br)cc2F)s1	16	1	1	-11	1.2	-4	1	-2	1	1
COc1ccc(C2=CC(c3ccc(OC)c(OC)c3)n3nnnc3N2)c(OC)c1 (stereo not given)	18	1	1.1	-8	1.1	-5	1	-2	0.9	1
O=C(Nc1cc(-c2nn(CC(=O)N3CCCCC3)c(=O)c3ccccc23)ccc1N1CCOCC1)c1ccc(Cl)cc1	-19	1.1	1	-7	1.1	-2	1	-3	0.9	1
CCC(OC(=O)c1nsc(Cl)c1Cl)C(=O)NCc1cccs1 (stereo not given)	36	1	1	-6	1.3	1	1	-5	1	1
COCCCNC(=O)c1ccc([N+](=O)[O-])cc1	19	0.9	1	-20	1.1	-3	1	-6	1	1.1
COc1ccc(-c2nc(C)c(C(C)=O)n2O)cc1OC	25	0.9	1	-1	1	0	0.8	5	0.8	0.9

Reprinted at random: 2 entries already listed, in no set order.
SMILES	APP 5'UTR act	bIAP act	TNAP act hi DEA	TNAP inh noacc	NF-kB expr up	TNAP inh hiacc	PMI act satM6P	FLuc inh counter	PMI activator	FLuc stim CS
O=C(NCc1ccc2c(c1)OCO2)c1cc2c(s1)CSC2	-2	0.9	1	-1	1.3	-3	1	-4	1.1	1
Nc1nnc(SCC(=O)OCC(=O)Nc2ccc(Br)cc2F)s1	16	1	1	-11	1.2	-4	1	-2	1	1

Further structures:
SMILES	APP 5'UTR act	bIAP act	TNAP act hi DEA	TNAP inh noacc	NF-kB expr up	TNAP inh hiacc	PMI act satM6P	FLuc inh counter	PMI activator	FLuc stim CS
O=S(=O)(c1ccc2nc(-c3ccccc3)[nH]c2c1)N1CCN(c2ccc(Cl)cc2)CC1	2	0.9	1	-5	1.2	-2	1	-7	1	1.1
COc1ccc2[nH]cc(CCNC(=O)c3ccc([N+](=O)[O-])cc3)c2c1	-11	0.8	1	-1	1.1	0	nt	-6	nt	1.1
Cc1ccccc1Nc1ncnc2c1cnn2-c1ccccc1	23	0.8	1	-7	2.6	1	0.9	11	0.9	0.9
CCOc1ccc(NC(=O)CC2C(=O)N(c3ccccc3)C(=O)N2CCOC)cc1 (stereo not given)	15	1.2	1	-3	1.2	0	1	-2	1	1
Cc1cc(NC(=O)Nc2cccs2)no1	19	1	1.1	-10	1.3	-6	1	-1	1	1
CCOC(=O)c1sc(NC(=O)Cc2c(F)cccc2Cl)nc1C	25	1	1	-9	1.6	0	1.1	0	1	1
Cc1sc2nc(CSc3ccccc3)nc(NCCN(C)C)c2c1C	20	0.9	1	-14	1.1	0	1	-2	1	1
CCc1cc(=O)oc2c(CN3CCCC3)c(O)c(Cl)cc12	1	1	1	-12	1.1	-3	1	-6	1	1.1
Cc1ccc(-n2c(Cc3noc4ccccc34)n[nH]c2=S)cc1	-4	0.9	1.1	-6	0.91	-5	0.9	13	0.8	0.9
COc1cc(NCCC(=O)c2cccs2)c(OC)cc1Cl	-8	0.8	1	-17	1.1	-5	0.5	-6	0.7	1.1
CCOC(=O)c1c(C)nc2sc(C(N)=O)c(N)c2c1-c1ccccc1	2	0.9	1.1	-26	0.82	-6	1	-3	1	1
CCCCCCCC(=O)NNC(=O)c1ccc(F)cc1	0	1.1	1	-107	1.1	0	0.9	-4	0.9	1
CN(C(=O)COC(=O)c1cc([N+](=O)[O-])ccc1Sc1ccccc1)C1CCS(=O)(=O)C1 (stereo not given)	5	0.9	1	-5	1.1	0	0.9	-1	1	1
CCC(C)Cn1c(C(C)C)nc2ccccc21 (stereo not given)	-2	1.1	1	-4	1.1	-2	1	3	1	1
CCOC(=O)c1cc2c(=O)n3ccccc3nc2n(CCOC)c1=NC(=O)c1ccncc1	-9	1	1	-8	0.34	-5	1.4	-8	1.3	1.1

Some of these compounds in order of length of the SMILES, lowest first.
SMILES	APP 5'UTR act	bIAP act	TNAP act hi DEA	TNAP inh noacc	NF-kB expr up	TNAP inh hiacc	PMI act satM6P	FLuc inh counter	PMI activator	FLuc stim CS
CCCCCCCC(=O)NNC(=O)c1ccc(F)cc1	0	1.1	1	-107	1.1	0	0.9	-4	0.9	1
COc1cc(NCCC(=O)c2cccs2)c(OC)cc1Cl	-8	0.8	1	-17	1.1	-5	0.5	-6	0.7	1.1
CCc1cc(=O)oc2c(CN3CCCC3)c(O)c(Cl)cc12	1	1	1	-12	1.1	-3	1	-6	1	1.1
CCOC(=O)c1c(C)nc2sc(C(N)=O)c(N)c2c1-c1ccccc1	2	0.9	1.1	-26	0.82	-6	1	-3	1	1

Only NF-kB expr up, TNAP act hi DEA and FLuc stim CS (three entries from above):
Molecule	NF-kB expr up	TNAP act hi DEA	FLuc stim CS
COc1ccc2[nH]cc(CCNC(=O)c3ccc([N+](=O)[O-])cc3)c2c1	1.1	1	1.1
Cc1ccccc1Nc1ncnc2c1cnn2-c1ccccc1	2.6	1	0.9
CCOc1ccc(NC(=O)CC2C(=O)N(c3ccccc3)C(=O)N2CCOC)cc1 (stereo not given)	1.2	1	1

(more compounds)
SMILES	APP 5'UTR act	bIAP act	TNAP act hi DEA	TNAP inh noacc	NF-kB expr up	TNAP inh hiacc	PMI act satM6P	FLuc inh counter	PMI activator	FLuc stim CS
O=C(N/N=C/c1c(O)ccc2ccccc12)c1ccc[n+](CCO)c1	0	1	0.8	-40	0.96	22	0.7	0	0.8	1
NC(=O)C1=C[C@@H](c2ccccc2)C[C@@H](OCc2ccc(CO)cc2)O1	-10	1.1	1	-3	1.1	1	0.3	0	0.8	1
CCCc1c(O)c2ccccc2n(-c2ccccc2)c1=O	10	1.1	1	-12	1.1	-3	1.1	-5	1.1	1.1
O=C(CCC(=O)N(CC(=O)NC1CCCCC1)Cc1ccccc1)Nc1ccccn1	9	1	1.1	-8	1.3	-6	1	2	1.1	1
CC(=O)c1cccc(OCCN2C(=O)NC(C)(C)C2=O)c1	-5	1.5	1.1	-3	1.1	-7	1.1	-5	1	1.1
Nc1ccn(Cc2ccc(F)cc2)n1	-7	1.3	1	-7	1.3	-4	1.1	-7	1	1.1
COc1cccc(-n2c(SCC(=O)NCCC3=CCCCC3)nc3n[nH]c(C)c3c2=N)c1	-4	1	1	-24	0.55	-1	1	-1	0.9	1
CC(=O)c1c(C)[nH]c(C(=O)CSc2nc3ccc(C)cc3[nH]2)c1C	-10	1	1	-20	0.52	3	0.9	-3	0.8	1
O=C(COC(=O)CNC(=O)c1ccc(Br)o1)Nc1ccc2c(c1)OCCO2	-6	0.8	1.1	-3	1	-7	1	-9	1.1	1.1
C[C@H](NC(=O)c1ccccc1Cl)C(=O)OCCOc1cccc(Cl)c1	1	1	1	-7	1.1	3	0.9	-1	0.9	1
O=C(CCCn1c(=O)[nH]c2ccc(Br)cc2c1=O)NCc1ccc(Cl)cc1	11	1.1	1.1	-16	1.2	-6	1	1	1	1
COc1ccc(-c2nnn(CC(=O)c3ccc4c(c3)OCCO4)n2)cc1OC	2	0.4	1	-2	0.98	-1	0.9	-2	0.9	1
Cc1ccc(CN2CCN(Cc3cnc(C)s3)CC2CCO)o1 (stereo not given)	16	1.2	1.1	-8	0.91	-6	0.9	0	0.9	1
O=C(O)c1ccc(N=NNc2cccc([N+](=O)[O-])c2)cc1	83	1	1	-4	4.1*	1	1	-1	1	1
S=c1[nH]nc(-c2cnccn2)n1-c1ccccc1	-7	0.9	1	-8	1.4	-4	0.9	4	0.8	1
COc1ccc(CN2CCCC2C(=O)Nc2ccc(OC)c(OC)c2)cc1OC (stereo not given)	10	1	1	-11	0.89	-4	1	-6	1	1.1
Cc1ccc(OCC(=O)Nc2ccc(-c3nc4ncccc4o3)cc2)cc1	15	0.9	1	-9	1.2	-4	1	1	0.9	1
O=C(Nc1nc2ccccc2[nH]1)c1ccc(Br)o1	91	1.2	1	-91	3.6*	-3	0.8	73*	1.1	0.3
COc1cc(-c2cn(S(=O)(=O)c3cccc4nsnc34)nc2N)cc(OC)c1OC	-16	0.9	1.1	-3	0.92	-6	0.9	-6	0.9	1.1
Cc1ccc(CNC(=O)c2cccnc2Cl)cc1	-2	1.1	1	-2	1.1	-1	1	-3	1	1
COc1ccccc1-n1c(SCC(=O)c2ccc(O)cc2O)nc2cc([N+](=O)[O-])ccc21	-4	0.9	1	7	1	-2	1	-6	1	1.1
Cc1ccc(C(=O)C2Oc3ccccc3C3CC(c4ccc(C)cc4)=NN23)cc1 (stereo not given)	18	0.9	1	-20	1	2	1	-3	0.9	1
COc1ccc2c(c1)C(=O)CC(c1ccccc1F)O2 (stereo not given)	8	0.9	1.1	-2	1.4	-8	1.1	-1	1.1	1
CCOC(=O)Cc1csc(NC(=O)CSc2nnc3ccccn23)n1	16	1.1	1.1	-8	1.1	-6	0.9	-2	1	1
COc1ccc(CN(Cc2ccncc2)C(=O)CCC(=O)O)cc1	4	1	1.1	-10	1.1	-10	0.9	-9	1	1.1
COc1ccc(S(=O)(=O)NC(N)=NCCc2ccccc2)cc1	5	0.7	1.1	-2	1.3	-6	1	-5	1.1	1.1
CCOC(=O)c1ccccc1NC(=O)CN1C(=O)CCS(=O)(=O)c2ccccc21	10	1.1	1	-3	1.1	2	0.9	-5	0.9	1
CC1(C)Cc2ccccc2-c2nc3n(c(=O)c21)CCCS3	-7	1.1	1.1	-8	0.91	-5	0.9	4	0.9	1
COc1ccc(OCCNC(=O)Nc2cc(F)c(F)cc2Cl)cc1	7	1.1	1.1	-9	0.93	-6	1	-6	1	1.1
